# Source: PubChem (National Center for Advancing Translational Sciences (NCATS))
# D1 potentiator – potentiators of human D1 dopamine receptor; P21728; HEK293 TREx D1 cells, calcium flux, dopamine EC20 potentiation; potentiation, % at 10 µM; 360,000 tested, 0.036% active; in the data active = potentiation above about 30%; note: 0% is about no effect
# Vif-A3G inh – inhibitors of Vif-APOBEC3G interaction; Q9HC16; HeLa A3G-eYFP + Vif (tagged APOBEC3G with the HIV-1 protein that degrades it), YFP fluorescence, overnight; Potency, µM (series often up to 46.1 µM), without a hit: at the highest dose activity, negative = active, most hits filed as inhibitors; 410,000 tested, 0.076% active; AID 602310;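 note: potency is the fitted concentration of half-maximal effect; % is set by controls: 0 for no effect and ±100 for the full control effect; nearly all actives have a fitted effect of over 60% in size; hits raise eYFP signal because A3G escapes Vif-driven loss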
# Target sequence (Q9HC16 whole entry, looked up): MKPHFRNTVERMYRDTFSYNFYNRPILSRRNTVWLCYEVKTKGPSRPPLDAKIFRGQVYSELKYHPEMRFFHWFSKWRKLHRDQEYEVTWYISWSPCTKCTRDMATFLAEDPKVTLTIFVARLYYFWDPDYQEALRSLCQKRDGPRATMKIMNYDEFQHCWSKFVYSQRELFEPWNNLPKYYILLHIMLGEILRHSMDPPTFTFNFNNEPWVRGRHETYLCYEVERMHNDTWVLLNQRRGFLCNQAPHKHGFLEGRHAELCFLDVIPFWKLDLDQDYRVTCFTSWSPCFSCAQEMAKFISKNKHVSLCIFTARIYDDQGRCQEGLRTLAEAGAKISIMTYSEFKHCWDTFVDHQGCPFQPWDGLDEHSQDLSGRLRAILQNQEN
#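 Read-out is eYFP fluorescence (Ex 488/Em 500-530) from Vif-expressing HeLa A3G-eYFP cells; more signal means A3G escaped Vif-mediated degradation. Cells plated overnight, compound pinned in, incubated overnight at 37 deg C.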
# D1 antagonist – blocks dopamine activation of the human D1 receptor. P21728. HEK293 TREx D1 cells, calcium flux, dopamine EC80; hits give low values. activity change, negative = inhibition, % at 10 µM. 360,000 tested, 3.2% active; in the data active = activity change below about -30%; note: % is set by controls: 0 for no effect and ±100 for the full control effect
#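 Using tetracycline-induced force-coupled D1 Hek293 cells and a calcium dye, signals were followed for 180 s after compound, then for 180 s after EC80 dopamine, to detect inhibitors.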
# D2 potentiator – positive allosteric modulators of human D2 dopamine receptor; HEK293 T-REx D2, calcium flux, EC20 dopamine potentiation; potentiation, % at 10 µM; AID 485347; P14416; 340,000 tested, 0.34% active;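 active = potentiation over 3 SD above the plate norm, cut at about 30% in these data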; note: 0% is about no effect
# Target sequence (P14416 whole entry, looked up): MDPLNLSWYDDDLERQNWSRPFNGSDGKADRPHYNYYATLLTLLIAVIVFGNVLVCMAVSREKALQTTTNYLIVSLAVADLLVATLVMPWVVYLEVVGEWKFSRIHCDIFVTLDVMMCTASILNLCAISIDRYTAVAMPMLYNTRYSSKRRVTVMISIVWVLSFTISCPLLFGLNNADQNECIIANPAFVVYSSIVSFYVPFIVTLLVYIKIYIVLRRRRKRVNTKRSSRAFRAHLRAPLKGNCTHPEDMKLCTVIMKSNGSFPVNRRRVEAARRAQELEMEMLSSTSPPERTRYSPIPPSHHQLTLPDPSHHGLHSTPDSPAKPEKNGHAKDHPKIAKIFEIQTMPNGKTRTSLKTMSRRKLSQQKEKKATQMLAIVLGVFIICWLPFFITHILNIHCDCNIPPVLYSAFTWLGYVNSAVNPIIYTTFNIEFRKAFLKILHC
#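 Potentiation of an EC20 dopamine calcium response measured kinetically over 180 s, after a preceding 180 s compound-only read flagging agonists. Cells: inducible Hek293 Trex D2 line, 4000/well, cultured overnight at 30 C before dye loading.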
# Vif-APOBEC3F blk – blocks the Vif interaction with APOBEC3F; 390,000 tested, 0.2% active; HeLa A3F-eYFP + Vif (tagged APOBEC3F with the HIV-1 protein that degrades it), YFP fluorescence increase; Potency, µM (doses to about 46.1 µM), for inactives: at the top dose activity, negative = active; AID 602313; note: potency is the fitted concentration of half-maximal effect; % of control where 0% means no effect; nearly all actives have a fitted effect of over 65% in size
#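 HeLa cells stably expressing A3F-eYFP plus Vif, plated and incubated overnight at 37 deg C, then exposed to compounds overnight at 37 deg C. Blocked degradation read as raised yellow fluorescence (Ex 488/Em 500-530).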
# D1 ag – agonists of human D1 dopamine receptor. 360,000 tested, 1% active. HEK293 T-REx D1 cells, calcium flux, agonist mode. activation, % at 2 µM. P21728; in the data active = activation above about 30%; note: 0% is about no effect
#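 Tetracycline-induced HEK293 TREx D1 cells, force-coupled to calcium signalling, were dye-loaded with a no-wash calcium kit. Compound was pin-added after a 10 s baseline. Fluorescence was read kinetically at 1 cycle/s for 180 s, with calcium rises flagged as agonism.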
# Glioma ERSR ind – ER stress response induction in glioma. U87-MG GRP78 promoter luciferase reporter, 16 h. Potency, µM, inactives show top-dose activation, most hits filed as activators. 420,000 tested, 0.02% active. AID 602332; note: potency is the fitted concentration of half-maximal effect; series mostly up to about 76 µM; % of control where 0% means no effect; nearly all actives have a fitted effect of over 35% in size
#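 Stably transfected U87-MG human glioma cells carrying a GRP78-based luminescent sensor were seeded at 1000 cells/well, pin-dosed with compounds and incubated 16 h. Luciferase reagent was then added, and end-point luminescence was read after 10 min at room temperature.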
# RXFP1 agonist – RXFP1 (human) receptor agonism; Potency, µM (top dose mostly 57.5 µM), for the others: at the highest dose activation, actives largely listed as activators; 370,000 tested, 0.3% active; HEK293T-RXFP1 cAMP TR-FRET, 30 min; response scale: percent of porcine relaxin response, buffer zero; Q9HBX9; note: potency is the fitted concentration of half-maximal effect; % is set by controls: 0 for no effect and ±100 for the full control effect; nearly all actives have a fitted effect of over 60% in size; many of its hits are not listed in these tables
#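 cAMP rise read by TR-FRET after 30 min, 37C compound exposure (up to 58 uM) in RXFP1-transfected HEK293 cells with Ro 20174 present. EC50 from Hill-equation fits, with 29 nM porcine relaxin as 100% and buffer as basal.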
# RXFP1 antag – RXFP1 (human) relaxin receptor antagonism; Q9HBX9; HEK293-RXFP1, relaxin-stimulated cAMP HTRF, 30 min; hits give low values; activity change, negative = inhibition, % at 57.5 µM; 350,000 tested, 0.59% active; AID 1259400;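 active = activity change of -60% or lower, but not beyond a set lower limit; inconclusive = change between -60% and -40%, or beyond the set limit; inactive = change above -40%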; note: % is set by controls: 0 for no effect and ±100 for the full control effect
# An asterisk follows results filed as active; ? = inconclusive; / = no result given. Unless noted, calls come from the whole dose curve; as a rule, active = well fitted curve in the direction sought with a large enough effect; inconclusive = small, poorly fitted or top-dose-only effect, or another doubt; inactive = no such curve, though single readings can be large; an effect the other way counts as inactive or inconclusive.
# Sequence of screens – D1 potentiator	Vif-A3G inh	D1 antagonist	D2 potentiator	Vif-APOBEC3F blk	D1 ag	Glioma ERSR ind	RXFP1 agonist	RXFP1 antag
1	CCOc1ccc(-n2c(C)nc3c(cnn3-c3ccc(Cl)cc3)c2=O)cc1
→ 0	2%	-7	1	2%	1	1%	0.8%	-6
2	COc1ccc(/C=C/C(=O)C(C)(C)C)cc1OC
→ -4	0%	10	14	0%	1	-3%	1.4%	4
3	CCN(CC(=O)Nc1cc(Cl)ccc1C)C(=O)CCS(=O)(=O)c1ccc(Cl)cc1
→ -3	-5%	-22	-17	-3%	5	-2%	2.6%	-6
4	COc1ccc(CCNc2nc(-c3ccc(Cl)cc3)cc(C(F)(F)F)n2)cc1OC
→ 1	2%	6	10	1%	8	10%	1.5%	/
5	CCOC(=O)Nc1sc2c(c1C#N)CCC(C)C2 (configuration not stated)
→ 2	-9%	-11	16	-9%	0	6%	7.2%	-1
6	CCOC(=O)N1CCC(Nc2nc3ccccc3nc2NS(=O)(=O)c2ccc(Cl)cc2)CC1
→ 2	-2%	4	25	32µM*	3	8%	0.6%	-14
7	CC(=O)N1CCC(N(CCN2CCOCC2)C(=S)Nc2ccc(C)cc2)CC1
→ -2	-1%	-2	/	-19%	1	-1%	0.7%	1
8	Cc1ccc(C)c(S(=O)(=O)NCCOc2nc(NC(C)C)nc(NC(C)C)n2)c1
→ -3	2%	-9	-19	-7%	7	0%	-1.5%	21
9	CCN1CCN(c2cc(C)c3cc(NC(=S)N4CCCCC4)ccc3n2)CC1
→ -4	0%	4	6	-14%	4	1%	0.5%	-4
10	CCn1c(CNC(=O)Cc2ccc(OC)cc2)nnc1SCC(=O)NC1CCCCC1
→ -5	0%	-39*	-13	-5%	0	-3%	1.3%	-3
11	Cc1ccc(C(=O)COc2ccccc2-c2ccccc2)cc1C
→ -9	0%	-16	/	4%	21	-1%	-0.7%	-7
12	CCc1cc2c(=O)c(-n3cnc4ccccc43)coc2cc1O
→ 1	-8%	-21	-2	-1%	2	7%	3.4%	4
13	O=C(NC1CC1)C1=C[C@@H](C2CCCCC2)C[C@@H](OCc2ccc(CO)cc2)O1
→ -3	-4%	6	0	2%	-1	1%	1.1%	/
14	NCC1CC2c3ccccc3C1c1ccccc12 (configuration not stated)
→ 12	1%	1	0	4%	18	-5%	1.5%	-14
15	CCOC(=O)C(NCc1ccc2c(c1)OCO2)(NC(=O)c1ccccc1)C(F)(F)F (configuration not stated)
→ -2	-1%	-4	0	/	-3	-2%	1.1%	-2
16	O=C(c1ccco1)N1CCN(CC(=O)N2c3ccccc3CCc3ccccc32)CC1
→ 4	2%	-11	6	1%	-1	-5%	-2.0%	-11
17	Cc1csc(Cn2c(CN(C)C)nc3ccccc3c2=O)n1
→ 0	-1%	3	10	-9%	0	-4%	0.1%	2
18	O=[N+]([O-])c1ccc2c(c1)C=C1CCCCC1(N1CCCC1)O2 (configuration not stated)
→ -6	-5%	4	5	2%	2	-1%	0.9%	-2
19	O=C(CCCOc1ccccc1)Nc1ccc(Br)cc1
→ /	-7%	/	/	5%	/	6%	/	-11
20	Cc1ccc(NC(=O)COC(=O)c2csc3c2CCC(C)C3)cc1S(=O)(=O)N1CCCCC1 (configuration not stated)
→ 9	?	10	8	-5%	5	-3%	-0.1%	-11

# The final five entries of the section above open the next one.
# Sequence of screens – D1 potentiator	Vif-A3G inh	D1 antagonist	D2 potentiator	Vif-APOBEC3F blk	D1 ag	Glioma ERSR ind	RXFP1 agonist	RXFP1 antag
16	O=C(c1ccco1)N1CCN(CC(=O)N2c3ccccc3CCc3ccccc32)CC1
→ 4	2%	-11	6	1%	-1	-5%	-2.0%	-11
17	Cc1csc(Cn2c(CN(C)C)nc3ccccc3c2=O)n1
→ 0	-1%	3	10	-9%	0	-4%	0.1%	2
18	O=[N+]([O-])c1ccc2c(c1)C=C1CCCCC1(N1CCCC1)O2 (configuration not stated)
→ -6	-5%	4	5	2%	2	-1%	0.9%	-2
19	O=C(CCCOc1ccccc1)Nc1ccc(Br)cc1
→ /	-7%	/	/	5%	/	6%	/	-11
20	Cc1ccc(NC(=O)COC(=O)c2csc3c2CCC(C)C3)cc1S(=O)(=O)N1CCCCC1 (configuration not stated)
→ 9	?	10	8	-5%	5	-3%	-0.1%	-11
21	N#Cc1ccccc1Sc1ccccc1C(=O)NCC(c1ccco1)N1CCCCC1 (configuration not stated)
→ -7	2%	-15	-6	-22%	0	-4%	-1.1%	4
22	O=C(/C=C/c1ccc2c(c1)OCO2)NCC1CCCO1 (configuration not stated)
→ -1	1%	-14	7	10%	1	-2%	1.5%	10
23	O=C(Cc1ccc(F)cc1)Nc1c2c(nn1-c1cccc(Cl)c1)CS(=O)C2 (configuration not stated)
→ -3	1%	1	5	-25%	0	-2%	-0.2%	1
24	COC(=O)c1cc(Br)c(=O)n(CCN2CCOCC2)c1
→ 10	1%	4	-14	6%	3	-1%	1.3%	-3
25	NC1=NC2(CCCC2)n2c(nc3ccccc32)N1
→ -3	1%	-1	1	15%	2	-4%	0.5%	-3
26	COc1ccc(NC(=O)Cn2c(C(C)C)nc(C)cc2=O)cc1Cl
→ -2	2%	-11	2	-7%	21	-5%	0.3%	3
27	Cc1ccc(-n2ncc(Cl)c2C(=O)NCc2ccccc2)cc1
→ -5	1%	-10	-13	7%	6	6%	4.7%	-4
28	Cc1ccc2sc3ccc(NC(=O)c4ccccc4Cl)cc3c(=O)c2c1
→ /	-1%	/	/	-2%	/	8%	0.6%	3
29	Cc1nc(N(C)C)c2sc(=S)n(-c3ccccc3)c2n1
→ -8	2%	16	-21	-12%	-1	1%	-0.3%	-3
30	CC(C)C(=O)Nc1ccc(C(=O)CN2C(=O)NC3(CCOc4ccccc43)C2=O)cc1 (configuration not stated)
→ -2	1%	-21	4	-19%	6	-3%	0.8%	4

# From no. 21 as far as 22, as listed above:
# Sequence of screens – D1 potentiator	Vif-A3G inh	D1 antagonist	D2 potentiator	Vif-APOBEC3F blk	D1 ag	Glioma ERSR ind	RXFP1 agonist	RXFP1 antag
21	N#Cc1ccccc1Sc1ccccc1C(=O)NCC(c1ccco1)N1CCCCC1 (configuration not stated)
→ -7	2%	-15	-6	-22%	0	-4%	-1.1%	4
22	O=C(/C=C/c1ccc2c(c1)OCO2)NCC1CCCO1 (configuration not stated)
→ -1	1%	-14	7	10%	1	-2%	1.5%	10

# Continued:
# Sequence of screens – D1 potentiator	Vif-A3G inh	D1 antagonist	D2 potentiator	Vif-APOBEC3F blk	D1 ag	Glioma ERSR ind	RXFP1 agonist	RXFP1 antag
31	COc1cccc(-c2nc(CS(=O)(=O)CC(=O)NCCCN3CCOCC3)c(C)o2)c1
→ 3	0%	2	7	9%	3	-3%	0.3%	-18
32	CCCN1CCc2c(sc(NC(=O)c3ccc(S(=O)(=O)N4CCN(C(=O)OCC)CC4)cc3)c2C(N)=O)C1
→ -1	?	5	-13	10µM*	12	-14%	-0.1%	-8
33	O=C(NCCc1ccccc1)c1nn(-c2ccccc2Cl)nc1CO
→ 6	4%	2	-5	3%	-1	-3%	-0.4%	-13
34	C[C@@H](C(=O)NCCc1c[nH]c2ccccc12)[C@@H]1C[C@@]1(C)[C@@H](NC(=O)OCc1ccccc1)c1ccccc1
→ -2	-3%	-8	0	3%	0	-2%	1.5%	/
35	CNC(=S)N(Cc1ccc(OC)cc1)C1CC(=O)N(c2ccc(OC)cc2)C1=O (configuration not stated)
→ -2	0%	-36*	6	-6%	4	-2%	1.9%	-4
36	Cc1ccc(CNC(=O)CSc2ncn[nH]2)cc1
→ -5	-9%	5	/	-3%	2	0%	-0.6%	-14
37	O=C(Nc1ccc(NC(=O)c2ccco2)c(Cl)c1)c1ccccc1
→ 0	1%	-7	3	-9%	3	3%	8.0%	7
38	N#C/C(=C\c1ccncc1)c1nc2ccccc2c(=O)[nH]1
→ -4	?	-39*	1	-22%	7	-1%	-3.6%	-1
39	CCc1ccc(NC(=O)CN2C(=O)CC(c3ccccc3)Sc3ccccc32)cc1 (configuration not stated)
→ -6	-3%	0	26	-5%	7	-2%	-0.7%	/
40	O=C(COc1ccc(C(=O)c2ccccc2)cc1)Nc1ncccc1O
→ /	-23%	/	/	-5%	/	3%	/	6

# Later entries.
entry	SMILES	D1 potentiator	Vif-A3G inh	D1 antagonist	D2 potentiator	Vif-APOBEC3F blk	D1 ag	Glioma ERSR ind	RXFP1 agonist	RXFP1 antag
41	Cc1ccc(S(=O)(=O)N2CCCCC2)cc1NC(=O)c1ccc(Br)o1	/	0%	33	11	-5%	7	-6%	-0.4%	8
42	CC(NC(=O)C(Cc1ccccc1)n1cccc1)c1ccccc1 (configuration not stated)	-2	0%	-15	-3	-10%	3	-2%	-1.2%	-9
43	COc1ccc(CCNc2cn[nH]c(=O)c2Cl)cc1OC	0	-1%	0	0	-1%	0	-4%	3.7%	-8
44	OC(CCN1CCC2CCC(C2)C1)c1ccc(Br)cc1 (configuration not stated)	/	1%	/	/	0%	/	-9%	/	-1
45	O=C(NCC(O)c1ccccc1)c1ccccc1 (configuration not stated)	-5	-2%	-8	3	10%	1	-8%	-0.8%	-4
46	COc1cc(/C=C2/SC(=O)N(CC(=O)N3CCCC3)C2=O)ccc1Oc1ccc([N+](=O)[O-])cn1	-7	0%	14	8	2%	1	-2%	4.8%	2
47	COc1cc(CNC(=O)C2CC2)ccc1OCc1ccccc1	-7	0%	5	3	-13%	1	3%	2.3%	-9
48	Cc1cccc(-n2c(C)cc(/C=C3\NC(=O)NC3=O)c2C)c1	-8	?	-40*	11	3%	0	8%	1.4%	-4
49	Nc1[nH]c(=S)nc2nc(-c3ccccc3)c(-c3ccccc3)nc12	-2	-25%	1	6	4%	-1	-6%	2.6%	-16
50	O=C(O)CSc1cccc2cccc(C(=O)O)c12	-6	2%	-1	8	4%	3	-2%	5.1%	/
51	CCc1cccc(C)c1NC(=O)CN(C)Cc1ccccc1F	-4	-2%	-18	10	-19%	29	-4%	1.6%	16
52	COc1ccc(/C=N/NC(=O)c2ccco2)cc1Cn1nc(C)c([N+](=O)[O-])c1C	-7	-7%	2	12	2%	1	-5%	0.5%	-24

# These rows are one share of the data; the hit share may differ from the screen's.
